From PubChem BioAssay
West Nile antiviral: inhibition of WNV-induced cytopathic effect – cell-based, CPE readout (AID 1621); West Nile virus-infected cells, CPE inhibition; higher % means a stronger effect; CPE inhibition, % at 10 µM, or IC50 in µM where a hit was titrated; 0.02% of 290,000 active; in the data active means a potency from the dose series; inconclusive means CPE inhibition mostly from about 3.7% at the one dose, without a potency; inactive means the rest, 99 in 100 with CPE inhibition below about 2.2%; further: strong numbers were not always called active
Lipid droplet: modulators of hepatic lipid droplet formation. AML12 mouse hepatocytes, oleate lipid droplets, BODIPY imaging. inhibition, % at 6.5 µM. 0.4% of 240,000 active. AID 1656;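 active means lipid droplet intensity inhibited by at least 50%, with more than 500 cells counted; inconclusive means wells with under 300 cells, treated as cytotoxic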
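Test system: AML12 mouse liver cells; schedule: overnight exposure; technique: high-content imaging of BODIPY-stained droplets and DAPI nuclei; read-out: % inhibition of corrected integrated BODIPY droplet signal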
Ins promoter up: MIN6 insulin promoter up-regulation; z-score at 5 µM; 0.3% of 190,000 active; MIN6 insulin promoter-GFP reporter, high-content imaging; active compounds read high; AID 1625;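 active means z-score above 3 at 5 µM with at least 500 cells counted in the well; inconclusive means wells under 500 cells, flagged as cytotoxic or low count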
Myeloid diff 2: myeloid differentiation induction; 1% of 360,000 active; AID 624256; calls only at 10 µM; ER-HoxA9 myeloid progenitors, lysozyme-GFP differentiation, flow cytometry;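 active means normalized GFP-positive differentiation at or above the plate's own cutoff, the solvent-only control mean plus 3 SD; inconclusive means no clear call, values can overlap the other calls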;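 further: cells exposed to compound for four days before flow analysis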
Autophagy mod: modulators of autophagy; MEF GFP-LC3 puncta imaging; test concentration mostly 10 µM; calls only at 10 µM (by protocol); 0.98% of 190,000 active;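 active means percentage of spot-positive cells more than 3 SD above its plate mean, without a fluorescence outlier flag or 80% toxicity; inconclusive means no clear call, values can overlap the other calls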;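 further: spot-positive cell cutoff set from DMSO-treated cells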
b-catenin transl: beta-catenin nuclear translocation modulation. HeLa beta-catenin nuclear translocation, immunofluorescence imaging. nuclear translocation activity, % at 5 µM. 0.3% of 190,000 active;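 active means nuclear translocation activity above 50% at 5 µM, with a well cell count of 50 or more; inconclusive means wells under 50 cells across six images, flagged as toxic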;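 further: per-cell ratio of nuclear to cytoplasmic median beta-catenin stain intensity; plate controls were DMSO negative control for no effect and GSK-3 inhibitor IX positive control for full effect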
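System: Human HeLa cells, endogenous beta-catenin | Compound dosing: 5 µM primary, 0.02–20 µM confirmation | Timing: 24 h compound exposure at 37°C, 5% CO2 | Measured by: Fluorescence imaging of beta-catenin antibody stain plus DAPI | Read-out basis: % activation of per-cell nuclear versus cytoplasmic median beta-catenin signal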
MT stabilize HCS: microtubule stabilization, imaging screen; % tubulin-high responders, % at 10 µM; AID 2205; HeLa tubulin immunostaining HCS, 24 h; share of cells brighter than vehicle mean+2SD; 0.83% of 200,000 active;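 active means plate Z-score above 3 for both tubulin-high and condensed-nucleus cell shares, with cell loss under 80%, at 10 µM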;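 further: anti alpha tubulin signal scored within the nucleus-defined area of each cell; some results filed as inactive read as strong as hits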
T cell HTS: T cell immune modulation candidate; 2C CD8+ T cell-vesicle binding, flow cytometry; active compounds read low; calls only at 7 µM; 0.068% of 330,000 active; AID 2052;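 active means response, share of CD8 T cells binding vesicles, and their 90th percentile fluorescence all below set limits, cut at about 80% in these data, passing the limit was not always enough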
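Assay system – 2C mouse CD8+ T cells · Also added – QL9-loaded Drosophila micro-vesicles · Timing – Cell–vesicle co-incubation 1.5 h at 37 °C, staining 20 min on ice · Signal – flow cytometry of vesicle-bound cells · Measure – percent CD8+ FL2 mean versus row control · Controls – Peptide-free naked vesicles (low) and QL9 vesicles with 0.7% DMSO vehicle (high)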
WT yeast gro inh: growth inhibition of WT yeast, mitochondrial fusion screen; mitochondrial fusion phenotypic screen, WT strain; inhibition, % at 10 µM; 2.1% of 190,000 active; AID 1362; in the data active means inhibition above about 58%; tested in S. cerevisiae
WT yeast gro inh mutant strain: also measured in WT yeast gro inh; calls as there; inhibition, %; mitochondrial fusion phenotypic screen, mutant strain inhibition
Ins promoter up cell count: second read-out of Ins promoter up, no call of its own (marks repeat the call); cell count; measured here: cytotoxicity, nuclei count;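 total cells summed across four imaged fields per well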
Lipid droplet cells 6.5 µM: second read-out of Lipid droplet, no call of its own (marks repeat the call); cell count; measured here: cell count, cytotoxicity flag;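 cells counted across two imaged fields per well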
b-catenin transl cell count 5 µM: further read-out of b-catenin transl, marked with its call; cell count; measured here: cell count, cytotoxicity flag
T cell HTS vesicle-bound %: second read-out of T cell HTS, no call of its own (marks repeat the call); double positive events, %; measured here: CD8+ vesicle-bound cell fraction;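 binding gate set so that unloaded-vesicle control wells show 10% double positive cells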
MT stabilize HCS Hoechst-high %: further read-out of MT stabilize HCS, marked with its call; % Hoechst-high responders; measured here: nuclear condensation Hoechst responders;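 share of cells brighter than vehicle mean plus two SD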
MT stabilize HCS cytotoxicity %: further read-out of MT stabilize HCS, marked with its call; toxicity, %; measured here: cytotoxicity by cell density;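 0% = mean cell density of plate MIN control wells and 100% = no cells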
Autophagy mod cell loss 18 h: second read-out of Autophagy mod, no call of its own (marks repeat the call); toxicity, %; measured here: cell loss, nuclei count;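 cell loss after 18 h compound exposure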
Myeloid diff 2 GFP+ MAC1+ %: recorded beside Myeloid diff 2, whose call it bears; GFP+ MAC1+ double positive, %; measured here: differentiation confirmed by MAC1 staining
Numbers without * were called inactive; i = inactive; ? = inconclusive; · = not tested or not shown; + = active, no number.

entry	Compound	West Nile antiviral	Lipid droplet	Lipid droplet cells 6.5 µM	Ins promoter up	Ins promoter up cell count	Myeloid diff 2	Myeloid diff 2 GFP+ MAC1+ %	Autophagy mod	Autophagy mod cell loss 18 h	b-catenin transl	b-catenin transl cell count 5 µM	MT stabilize HCS	MT stabilize HCS Hoechst-high %	MT stabilize HCS cytotoxicity %	T cell HTS	T cell HTS vesicle-bound %	WT yeast gro inh	WT yeast gro inh mutant strain
1	O=C(CSc1nc2cc([N+](=O)[O-])ccc2n1-c1ccc(F)cc1)NC1CCS(=O)(=O)C1 (stereo not drawn)	-0.4%	8	529	-0.65	1347	i	0.8	i	-9	0.6	934	3.2	1.3	6.9	i	44	-1	-4
2	COc1cc(C(=O)NCC(=O)N/N=C/c2cccc(OC(=O)c3ccco3)c2)cc(OC)c1OC	0.3%	1	783	0.02	1135	i	0.2	i	3	-1.7	1067	1.6	1.2	1.5	i	52	-5	-3
3	CC(C)N(c1ccccc1)c1ccc(NC(=S)NCCN(C)C)cc1	-0.9%	4	667	0.05	1251	i	0.1	i	-2	-1.0	1172	2.7	2.7	7.4	i	5	18	11
4	CCN(CC)CCNc1nc2c(c(=O)[nH]c(=O)n2C)n1CC(O)COc1ccc(Cl)cc1Cl (stereo not drawn)	0.4%	·	·	-1.7	1288	i	1.2	i	14	2.0	1115	5.8	2.8	7.2	i	29	5	11
5	CCOC(=O)C1CCCN(C(=O)c2ccc(OC(C)=O)cc2)C1 (stereo not drawn)	0.0%	·	·	-0.16	1233	i	1.4	i	-19	3.3	1093	6.1	3.0	4.9	i	42	-2	1
6	CC(C)Cc1oc(C(=O)O)cc1CN1CCOCC1	0.1%	24	708	1.5	1228	i	0.0	i	-5	-3.4	1044	9.3	2.3	8.1	i	50	2	5
7	CC1(C)CC(=O)c2c(Cc3ccccc3)n[nH]c2C1	-0.1%	·	·	-0.95	1495	i	0.7	i	2	0.7	1420	6.0	3.9	2.3	i	48	9	9
8	Cc1nn(CCCC(=O)NCc2ccc(F)cc2)c(C)c1[N+](=O)[O-]	-0.9%	-45	588	0.25	1111	i	0.4	i	2	·	·	3.1	2.6	6.8	i	4	-3	-13
9	COc1ccc(NC(=O)CC2C(=O)N(c3ccccc3)C(=O)N2CCc2cccs2)cc1 (stereo not drawn)	-0.6%	-22	571	-1	1300	i	0.6	i	16	-3.7	496	6.6	2.2	1.7	i	52	11	14
10	COc1ccccc1Nc1nc(N)nc(CN2CCN(c3ccccc3)CC2)n1	-0.6%	10	786	2.4	1174	i	2.3	i	-9	-1.7	1174	4.7	2.7	7.3	i	12	14	7
11	Cn1nccc1C(=O)NC1CCCc2c1cnn2-c1ccc(F)cc1F (stereo not drawn)	0.8%	-30	751	·	·	i	0.9	·	·	·	·	·	·	·	i	10	·	·
12	CCN1C(=O)/C(=c2\sc3nc(=O)c(Cc4ccccc4)nn3c2=O)c2ccccc21	-0.2%	0	720	0.01	1153	i	0.4	·	·	1.4	1270	·	·	·	i	44	·	·
13	CCOc1ccc2[nH]c(=O)c(CN(CC3CCCN3CC)C(=O)NCc3ccccc3)cc2c1 (stereo not drawn)	0.3%	-2	739	-0.74	812	i	0.9	i	7	0.1	1164	2.9	1.7	2.0	i	43	3	-5
14	c1ccc2c(c1)CNC1(CCCCC1)C2	0.0%	-9	630	0.06	1362	i	0.6	i	5	·	·	1.9	0.6	28	i	22	15	-1
15	O=C(Cc1ccccc1)NNC(=O)Nc1ccc(Cl)c(Cl)c1	-0.6%	10	583	0.04	1441	i	0.4	i	7	3.0	1040	3.5	4.2	2.8	i	56	-3	-22
16	COc1ccc(N2C(=O)CC(NCc3ccc(F)cc3)C2=O)cc1 (stereo not drawn)	0.0%	15	788	·	·	i	0.8	+	30*	0.3	1124	4.1	2.2	4.4	i	57	-8	-2
17	CCN(Cc1ccccc1)S(=O)(=O)c1ccc2c(c1)NC(=O)CC(=O)N2	1.4%	22	695	0.7	1319	i	0.8	i	-28	0.7	1096	4.0	1.2	5.9	i	45	3	4
18	c1ccc2c(c1)C(=NCC1CCCO1)NC2=NCC1CCCO1 (stereo not drawn)	-0.5%	·	·	1.2	1020	i	6.8	i	2	1.0	1121	3.7	3.0	9.3	i	18	4	2
19	Cc1ccccc1Nc1nc(N)nc(CSc2nc3ccccc3c(=O)n2C)n1	2.4%	4	781	·	·	i	1.3	i	-5	0.7	1118	2.7	1.5	5.9	i	43	4	4
20	Cc1ccc(C)c(OCCSc2nnc(C)c(=O)[nH]2)c1	-0.3%	-12	632	-0.3	1294	i	0.5	i	2	-2.6	1109	2.1	1.8	3.3	i	54	-5	-13
21	C=CCN(CC=C)C(=O)c1cc(Cl)ccc1[N+](=O)[O-]	-0.7%	-11	683	0.21	1374	i	1.2	i	12	-1.4	886	2.2	1.9	5.3	i	56	3	1
22	Cc1cccc(C2c3[nH]c4ccccc4c3CCN2C(=O)c2cc(CC(C)C)[nH]c(=O)n2)n1 (stereo not drawn)	0.2%	3	676	-0.98	1332	i	1.1	i	1	1.2	1068	2.0	1.4	6.4	i	2	-3	1
23	Cc1cccc2cc(-c3ccccc3)c(-c3ccccc3)c[n+]12	0.6%	-48	620	?	·	i	0.8	i	-7	-1.5	566	2.2	3.2	5.3	i	52	72*	57*
24	CCN1C(=O)CC(N2CCN(c3ccc(Cl)cc3)CC2)C1=O (stereo not drawn)	-0.1%	·	·	-0.16	1128	i	0.5	i	-1	-4.2	1033	1.6	1.5	3.6	i	58	10	1
25	S=C(Nc1ccccc1)N1CCOCCOCCN(C(=S)Nc2ccccc2)CCOCCOCC1	-0.1%	-7	658	-0.29	1340	i	0.5	·	·	0.7	1367	·	·	·	i	41	·	·
26	Cn1/c(=N/NC(=O)c2cccc(OC(F)F)c2)sc2ccccc21	0.2%	-16	666	0.11	1318	i	0.8	i	-9	-0.2	1008	4.0	4.0	9.1	i	44	-4	-7
27	COc1cc(/C=C(\C#N)C(=O)Nc2ccc(C(=O)O)cc2)ccc1OC(=O)c1cccc(F)c1	-0.1%	1	813	·	·	i	0.5	·	·	·	·	·	·	·	i	40	·	·
28	Cc1cc(C(=O)N/N=C/c2ccc3c(c2)OCO3)c(C)o1	-0.4%	-13	724	-0.05	1470	i	0.5	i	-7	0.0	1055	2.8	1.7	3.1	i	23	6	-8
29	NS(=O)(=O)c1ccc(CCNc2ccnc3cc(Cl)ccc23)cc1	-0.1%	3	839	·	·	i	0.9	·	·	·	·	·	·	·	i	8	·	·
30	COC(=O)Nc1sc2c(c1C(N)=O)CCCCCC2	0.2%	43	655	-0.05	1546	i	0.4	i	4	-0.4	1077	2.3	2.3	9.6	i	42	-6	-2
31	COCC(C)N1CCC(n2nccc2NC(=O)CCCc2ccccc2)CC1 (stereo not drawn)	-0.2%	-9	727	·	·	i	0.6	·	·	·	·	·	·	·	i	26	·	·
32	Cc1cc(NC(=O)Nc2ccc(C)c(C)c2)no1	0.1%	-5	709	-0.46	1432	i	0.2	i	-27	2.1	977	3.0	1.3	2.4	i	60	4	7
33	Cc1cc2nccc(-c3ccc(OCCCF)cc3)n2n1	0.0%	-26	706	·	·	i	0.2	·	·	·	·	·	·	·	i	24	·	·
34	CCOc1ccc2cc(C#N)c(SCC(=O)N3CCC(C)CC3)nc2c1	2.1%	14	711	-0.57	1270	i	1.3	i	-3	-1.4	1053	46	4.2	89	i	32	-5	10
35	Cc1cc(C)c[n+](C(C)C(=O)c2ccc(-c3ccccc3)cc2)c1 (stereo not drawn)	0.4%	-47	540	-2.8	621	i	1.2	i	8	3.1	1040	2.5	1.5	5.7	i	17	0	26
36	CCOC(=O)N1CCN(CCC(=O)Nc2ccc(Br)c(C)c2)CC1	-1.0%	-8	731	·	·	i	0.7	i	8	0.6	1608	3.3	3.3	9.6	i	19	-4	-8
37	O=C(NCCCN1CCOCC1)/C(=C/c1ccc(F)cc1)NC(=O)c1ccccc1	0.5%	11	607	0.35	1601	i	0.3	i	38	2.9	1061	2.1	2.1	5.0	i	34	-6	-9
38	NS(=O)(=O)c1ccc(CCNC(=O)Cc2c[nH]c3ccccc23)cc1	0.1%	0	675	-0.06	1398	i	0.1	i	18	-5.5	527	4.0	1.8	8.0	i	4	3	-18
39	CCOc1ccc(C(=O)N2CCN(c3cnn(-c4ccccc4)c(=O)c3Cl)CC2)cc1	0.5%	-4	721	-0.01	1456	i	0.8	i	24	-2.0	995	1.4	1.4	0.6	i	60	-6	5

An excerpt from above in order of the MT stabilize HCS Hoechst-high % value, lowest first.
# | molecule | West Nile antiviral | Myeloid diff 2 GFP+ MAC1+ % | MT stabilize HCS Hoechst-high % | T cell HTS | T cell HTS vesicle-bound % | WT yeast gro inh mutant strain
32 | Cc1cc(NC(=O)Nc2ccc(C)c(C)c2)no1 | 0.1% | 0.2 | 1.3 | i | 60 | 7
28 | Cc1cc(C(=O)N/N=C/c2ccc3c(c2)OCO3)c(C)o1 | -0.4% | 0.5 | 1.7 | i | 23 | -8
37 | O=C(NCCCN1CCOCC1)/C(=C/c1ccc(F)cc1)NC(=O)c1ccccc1 | 0.5% | 0.3 | 2.1 | i | 34 | -9
